APE1 inh – inhibitors of human APE1 endonuclease; P27695; recombinant APE1, TAMRA/BHQ-2 abasic DNA cleavage fluorescence; Potency, µM (series often up to 65.8 µM), without a hit: at the top dose activity change, negative = inhibition, hits mostly inhibitors; 350,000 compounds, 0.35% hits; AID 2517;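 note: potency is the fitted concentration of half-maximal effect; plate controls were vehicle for no effect and reference inhibitor for full effect; nearly all actives have a fitted effect of over 55% in size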
Target sequence (P27695 whole entry, looked up): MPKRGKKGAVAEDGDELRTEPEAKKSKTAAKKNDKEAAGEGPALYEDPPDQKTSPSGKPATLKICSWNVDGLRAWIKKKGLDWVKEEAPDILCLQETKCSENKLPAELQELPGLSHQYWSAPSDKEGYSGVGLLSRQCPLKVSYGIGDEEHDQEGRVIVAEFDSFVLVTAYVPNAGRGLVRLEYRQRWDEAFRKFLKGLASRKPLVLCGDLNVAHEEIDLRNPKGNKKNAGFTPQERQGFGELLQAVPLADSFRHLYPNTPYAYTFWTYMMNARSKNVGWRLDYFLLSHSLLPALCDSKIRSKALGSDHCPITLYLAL
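Activity was derived from the fluorescence gain between first and third kinetic reads (60 s intervals, ex 525/em 598 nm) after 50 nM THF-abasic TAMRA/BHQ-2 duplex was added to 0.75 nM APE1 preincubated 15 min with compound.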
ERG Ets-DNA blk – ERG Ets/DNA interaction inhibition | P11308 | fluorescence polarization, His-ERG Ets domain / labelled DNA | Potency, µM (series often up to 76.9 µM), without a hit: at the top dose FP activity, negative = inhibition, hits mostly inhibitors | 370,000 compounds, 0.028% hits | AID 624246; active = well fitted inhibition curve with a large enough effect in the polarisation, with a control signal flat; inconclusive = small, poorly fitted or top-dose-only effect, or effect the other way, or a change in a side signal; inactive = no such curve, though single readings can be large or run the other way; the % refers to the polarisation;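 note: polarization taken with two DNA probes labelled with fluorescein and Texas red; potency is the fitted concentration of half-maximal effect; % of control where 0% means no effect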
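His-tagged ERG Ets domain (1 uM in the protein solution; 300mM KCl, 50mM Tris-HCl, 1mM EDTA, 1mM DTT, pH 7.5) received compound, then a probe mix of 5 nM fluorescein-DNA and 100nM Texas-615-DNA. Fluorescence polarization was read for both dyes.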
POLH inh – inhibitors of human DNA polymerase eta; Q9Y253; Potency, µM (titrated, usually from 114 µM), for inactives: at the highest dose activity change, negative = inhibition, most hits filed as inhibitors; recombinant Pol eta, fluorescent DNA replication assay; 390,000 compounds, 1.2% hits; note: potency is the fitted concentration of half-maximal effect; % is set by controls: 0 for no effect and ±100 for the full control effect
Target sequence (Q9Y253 whole entry, looked up): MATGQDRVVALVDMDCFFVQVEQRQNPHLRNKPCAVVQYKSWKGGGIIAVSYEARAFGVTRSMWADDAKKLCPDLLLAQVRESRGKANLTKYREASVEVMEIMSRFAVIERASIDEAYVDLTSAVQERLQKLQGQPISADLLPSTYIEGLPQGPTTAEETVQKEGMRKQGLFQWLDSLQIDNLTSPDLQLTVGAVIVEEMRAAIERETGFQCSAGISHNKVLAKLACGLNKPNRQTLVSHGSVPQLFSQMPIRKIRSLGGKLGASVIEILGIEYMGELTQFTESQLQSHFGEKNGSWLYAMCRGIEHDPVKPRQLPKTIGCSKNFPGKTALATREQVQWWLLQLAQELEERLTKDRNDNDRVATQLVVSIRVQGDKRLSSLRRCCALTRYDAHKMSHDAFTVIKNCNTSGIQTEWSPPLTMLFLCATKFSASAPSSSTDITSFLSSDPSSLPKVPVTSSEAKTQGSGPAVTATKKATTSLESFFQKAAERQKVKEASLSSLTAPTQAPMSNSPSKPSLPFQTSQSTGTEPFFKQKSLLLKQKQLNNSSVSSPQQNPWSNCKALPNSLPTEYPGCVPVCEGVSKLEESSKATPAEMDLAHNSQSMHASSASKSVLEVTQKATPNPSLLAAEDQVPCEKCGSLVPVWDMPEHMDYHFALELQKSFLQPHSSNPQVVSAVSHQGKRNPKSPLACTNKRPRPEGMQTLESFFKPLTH
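Pol eta (10 nM) was preincubated with compounds for 15 min at room temperature, after which fluorescent replication substrate (50 nM final) was added to start the reaction. Fluorescence was read kinetically at 0 and 10 min.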
Pol kappa inh – inhibitors of human DNA polymerase kappa; Q9UBT6; purified Pol kappa, fluorescent DNA synthesis assay, 10 min; Potency, µM (highest dose often 107 µM), without a hit: top-dose activity, negative = inhibition, actives largely listed as inhibitors; 400,000 compounds, 0.53% hits; AID 588579; note: potency is the fitted concentration of half-maximal effect; % is set by controls: 0 for no effect and ±100 for the full control effect
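Readout: fluorescence, taken kinetically at 0 and 10 min. Conditions: 10 nM Pol kappa, 15 min RT compound preincubation, 50 nM substrate final. Controls: enzyme-free buffer wells.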
Anesthetic bind – binds horse apoferritin like a general anesthetic; P02791; apoferritin/1-aminoanthracene competitive binding, fluorescence; Potency, µM (titrated, usually from 77.5 µM), for inactives: at the top dose activity change, negative = displacement, usual class: inhibitors; 350,000 compounds, 0.074% hits; AID 485281; note: potency is the fitted concentration of half-maximal effect; % is set by controls: 0 for no effect and ±100 for the full control effect; nearly all actives have a fitted effect of over 20% in size
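Horse-spleen apoferritin (10 uM) was mixed with 50% saturated 1-aminoanthracene in PBS, exposed to compounds for 10 min at room temperature, and read for fluorescence (ex 380 nm, em 535 nm). Competitive displacement was fitted with a four-parameter Hill equation.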
LDHA inh – LDHA (human) enzyme inhibition; P00338; purified LDHA, NADH/diaphorase-resazurin fluorescence; active compounds read low; activity change, % (values are at about 110 or 230 µM); 480,000 compounds, 0.15% hits; AID 1347041; in the data active = activity change below about -30%; inconclusive = mostly about -25% to -30%;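 note: plate controls were DMSO wells for no effect and wells without enzyme for full effect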
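Human LDH5 (2 nM) was incubated with 0.06 mM NADH and 0.2 mM pyruvate for 5 min at room temperature in Tris pH 7.4. Remaining NADH was coupled through diaphorase/resazurin, and resorufin fluorescence was read at 0 and 20 min.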
RGS4 inhibitor – human RGS4 inhibition; P49798; 390,000 compounds, 0.039% hits; Potency, µM (top dose mostly 114 µM), for the others: at the top dose activity change, negative = inhibition, actives largely listed as inhibitors; AID 504845; Transcreener GDP fluorescence polarization, RGS4-accelerated GTP hydrolysis; note: potency is the fitted concentration of half-maximal effect; % is set by controls: 0 for no effect and ±100 for the full control effect; nearly all actives have a fitted effect of over 75% in size; some results filed as inactive show a strong effect at the top dose
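MLSMR compounds (23 nl, pin-transferred) preincubated 10 min at room temperature with a 500nM (2x) first reagent, then RGS4 at 900nM (2x) plus Transcreener GDP mix added; fluorescence polarization (620/688 nm) read before and after 90 min at 30 °C.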
Pol beta inh – DNA polymerase beta (human) inhibition; Potency, µM (top dose mostly 114 µM), for the others: at the top dose activity change, negative = inhibition, hits mostly inhibitors; Pol beta primer extension/strand displacement, fluorescence kinetic; P06746; 340,000 compounds, 1.3% hits; note: potency is the fitted concentration of half-maximal effect; % is set by controls: 0 for no effect and ±100 for the full control effect
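Values derive from four-parameter Hill fits of normalized kinetic data: reads at 0 and 10 min following addition of 50 nM substrate to 10 nM Pol beta preincubated 15 min with compound.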
12-LOX inh – blocks human arachidonate 12S-lipoxygenase. P18054. purified 12hLO, xylenol orange hydroperoxide absorbance. Potency, µM (series often up to 108 µM), inactives show top-dose activity change, negative = inhibition, hits mostly inhibitors. 580,000 compounds, 1.1% hits; note: potency is the fitted concentration of half-maximal effect; % is set by controls: 0 for no effect and ±100 for the full control effect
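Hydroperoxide product was detected by ferrous iron/xylenol orange as the 573 to 405 nm absorbance ratio. Arachidonic acid at 40 uM (final) was turned over for 30 min at room temperature by 150 nM human 12hLO, pH 7.0 Hepes buffer, after 15 min compound preincubation.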
* = called active by the depositor; ? = inconclusive; · = not tested or not shown; & = joins results of further samples; [ ] = another dose, or the depositor's remark. Unless noted, calls come from the whole dose curve; as a rule, active = well fitted curve in the direction sought with a large enough effect; inconclusive = small, poorly fitted or top-dose-only effect, or another doubt; inactive = no such curve, though single readings can be large; an effect the other way counts as inactive or inconclusive.

SMILES | APE1 inh | ERG Ets-DNA blk | POLH inh | Pol kappa inh | Anesthetic bind | LDHA inh | RGS4 inhibitor | Pol beta inh | 12-LOX inh
CCN(CC)CCN(C(=O)c1ccc(S(=O)(=O)N(CC)c2ccccc2)cc1)c1nc2c(OC)ccc(OC)c2s1 | 18% | 2% | -28% | -5% | -21% | 5 | -4% | -2% | -28%
CCOC(=O)C(NC(C)=O)C(=O)Nc1ccc(C)cc1C (centres undefined) | -5% | 2% | 3% | -20% | -4% | -6 | 21% | 30% | -1%
CCOC(=O)[C@H]1[C@H]2COc3cc(OC)ccc3[C@@H]2N2C(=O)c3cc(OC)c(OC)cc3NC(=O)[C@@]12C | 7% | -5% | 1% | -2% | · | -1 | 13% | · | -17%
Cc1ccc(OCC(=O)NNC(=O)C2CCN(c3nccc(C)n3)CC2)cc1 | -1% | · | 2% | -16% | -6% | -7 | 6% | 17% | 3%
CN1CCC[C@@H]1CCO[C@](C)(c1ccccc1)c1ccc(Cl)cc1 | 3%[21 µM] | -5% | -5% | -4% | 1%[29.3 µM] | -1 | 12% | · | -7%&9%
COc1ccc(OCC(=O)OCC(=O)Nc2ccc(S(=O)(=O)N3CCCCC3)cc2)cc1 | ? | 0% | ? | -14% | -17% | -4 | 6% | 7% | 12%
CC1CC(C)CN(C(=O)Cn2c(SCC(=O)N3CCc4ccccc4C3)nc3ccccc32)C1 (centres undefined) | 8% | 0% | -12% | -6% | -3% | -2 | -23%[11.4 µM] | -2% | 10%
COc1ccc(-c2nnc(Nc3ccc(S(=O)(=O)Nc4nccs4)cc3)c3ccccc23)cc1 | ? | 7% | 32µM* | 50µM* | -6% | -10 | -19% | 1.8µM* | -2%
CC(=O)Nc1nonc1-c1nnc(SCC(=O)Nc2cccc(F)c2)n1-c1ccccc1 | · | -5% | -11% | -3% | 5% | -1 | 1% | 3% | 6%
Cc1cc(CSc2ccccc2)ccc1NC(=O)COc1ccccc1 | -5% | 4% | -12% | -9% | -5% | -12 | 3% | 31% | 0%
O=C(Nc1cccc(C(F)(F)F)c1)Nc1cccs1 | · | 1% | · | -18% | 6% | -3 | 3% | -13% | ?
COc1ccc2c(c1)C(C)=CC(C)(C)N2C(=O)CN1C(=O)CCC1=O | -3% | 12% | -21% | -7% | -5% | -5 | 28% | -1% | 112%[activator]
O=C(Nc1ccc(S(=O)(=O)N2CCOCC2)cc1)c1ccc(=O)[nH]c1 | ? | -8% | -2% | -28% | 1% | -3 | 3%[56.9 µM] | 13µM* | 12%
CCOP(=O)(Nc1ccc2oc(=O)c3ccccc3c2c1)OCC | -4% | 0% | -8% | -1% | 0% | -3 | -25% | 13% | 0%
Cc1nc2nc(SCc3ccc(F)cc3Cl)nn2c(C)c1Cc1ccccc1 | · | -4% | -21% | -7%[60.1 µM] | -19% | -16 | 13% | -1% | -25%
O=C(C1CCCO1)N1CCN(C(=S)Nc2ccc(Cl)cc2)CC1 (centres undefined) | -9% | 3% | -9% | -8% | 0% | -4 | 11% | 1% | 18%
COc1ccc(C2/C(=C(/O)c3cnn(-c4ccccc4)c3C)C(=O)C(=O)N2CCN(C)C)cc1OC (centres undefined) | · | 93%[activator] | -21% | -8% | · | 3 | -3% | · | -7%
CC(=O)n1nc(-c2ccccc2)nc1NCc1ccc(F)cc1 | 23% | -8% | -3% | -10% | -5% | -7 | 10% | 16% | 5%
CCOc1ccccc1NC(=O)C1CCCN(S(=O)(=O)c2ccc3c(c2)C(C)(C)C(=O)N3C)C1 (centres undefined) | -3% | -10% | -13% | -5% | -17% | 4 | 4% | 49% | 13%[57.4 µM]
O=C(CCc1ccccc1)Nc1ccccc1[N+](=O)[O-] | -6% | -6% | -14% | 2% | ? | 0 | -5% | 15%[57.1 µM] | -1%
C#CC[N+](C)(C)CC#Cc1ccc(Cl)cc1 | 0% | 2% | -5% | 10% | -1% | 0 | 8% | -15% | -1%
COc1ccc(CN(C(=O)c2ccc(-c3ccccc3)[nH]2)C(C(=O)NCC2CCCO2)c2ccc(C)o2)cc1 (centres undefined) | 6% | 3% | -13% | -13% | 2% | -6 | 12% | -5% | -7%
COc1ccc(OCc2cc(C(=O)NCCCc3ccccc3)no2)c(Cl)c1 | -4% | 1% | -26% | -4% | ? | 7 | -23% | -1% | -11%
Cc1nc(-c2ccc3c(c2)CCC(=O)N3)cs1 | ? | -2% | -24% | 6% | 4% | -6 | -26% | -13% | 1%
O=C1C2ON(c3ccc(Cl)cc3)C(c3ccco3)C2C(=O)N1c1ccccc1 (centres undefined) | -8% | 0% | -3% | 9% | -10% | 1 | -50% | -4% | 0%[57.4 µM]
Cc1ccc(-c2cn(-c3cccc(Cl)c3)c(S(=O)(=O)CC(=O)Nc3cccc(C)c3)n2)cc1 | · | -1% | -2% | -5% | -21% | 0 | ? | 13% | -27%
Cc1cccc(C(C(C(=O)c2ccccc2)N2CCOCC2)N2CCOCC2)c1 (centres undefined) | · | -2% | -19% | 5% | · | -11 | -8% | · | -3%
Cc1cccc2sc(N(Cc3cccnc3)C(=O)c3ccco3)nc12 | · | -2% | 12% | -7%[60.1 µM] | -5% | -2 | -26% | 1% | -18%
Cc1ccc(C)c(Cn2c(=O)cc(C)c3c(C)nn(C)c32)c1 | · | 8% | -17% | 0% | -19% | 1 | -19% | -2% | ?
Cc1ccc(CNC(=O)CSc2ccc(-c3ccco3)nn2)cc1 | 1% | · | 3% | -10% | 6% | 2 | -19% | -22% | -32%
Cc1ccc(S(=O)(=O)N2CCN(Cc3nc4ccc(C)cc4o3)CC2)cc1 | · | -8% | -15% | -9%[60.1 µM] | -9% | -3 | 6% | 10% | -19%
O=C(NCCN1C(=O)S/C(=C\c2ccc(OC(F)F)cc2)C1=O)c1cnccn1 | 1% | · | -7% | -14% | -13% | -21 | -9% | 27% | -12%
CCOc1ccc(CC(=O)Nc2ccc(S(=O)(=O)Nc3cc(C)on3)cc2)cc1OCC | -6% | -6% | -16% | -3% | -7% | -3 | 10% | 47% | -1%
COc1cccc(-c2csc(N3CCN(C(=O)Nc4ccccc4OC)CC3)n2)c1 | 1% | -13% | -7% | -6% | -6% | -11 | 23% | 19% | 2%
Cc1ccc(-n2c(C)cc(/C([O-])=C(/C(=S)Nc3ccc(F)c(Cl)c3)[n+]3ccccc3)c2C)cc1 | -3% | 17% | -5% | -5% | ? | -2 | -32%[56.9 µM] | 6% | -44%
COc1ccc(CCNC(=O)CN2CCC(n3nnc4cc(F)ccc43)CC2)cc1OC | -1% | · | -4% | 0% | -8% | 0 | -17% | -10% | 2%[57.4 µM]
CN(C)C(=O)COC(=O)c1cccc(S(=O)(=O)N2CC3(C)CC2CC(C)(C)C3)c1 (centres undefined) | 2% | -14% | -1% | -3% | · | -7 | 12% | · | 144%[activator]
COc1ccc(/C=N/NC(=O)c2cccc(NC(=O)c3ccccc3Cl)c2)cc1 | 69%[activator] | 3% | -22% | -6% | -9% | -10 | -8% | -2% | -4%
O=C(CN1C(=O)CCSc2ccccc21)Nc1cccc(F)c1 | -6% | -1% | -23% | -3% | ? | -6 | 15% | -2% | -8%
Cc1c(C(=O)Nc2cccc(S(=O)(=O)N3CCCC3)c2)oc2ccccc12 | 4% | 7% | -11% | 7% | -5% | -1 | -4%[56.9 µM] | 7% | 0%
COc1ccc(/C=C2/C(=O)N(c3ccccc3)N=C2C)c(OC)c1 | -2% | 5% | 7% | -6% | -12% | 2 | 3% | 1% | -23%
COc1ccc2[nH]c(CN3CCC(n4nccc4NC(=O)C4CC4)CC3)c(C)c2c1 | 5% | 5% | -10% | 0% | -10% | -4 | 9% | 0% | ?
N#Cc1ccc(NC(=O)c2nc(-c3ccccc3)n(-c3ccccc3)n2)cc1 | -4% | 0% | -5% | -1% | -22% | -8 | -26% | 3% | 274%[activator]
Cc1ccc(C(=O)NCC(=O)OCC(=O)N2CC(C)OC(C)C2)cc1 (centres undefined) | 1% | -7% | -3% | -7% | · | -7 | 10% | · | -12%
COc1ccc(-c2nnc3n2N=C(C)CS3)cc1OC | 0% | -1% | -4% | -9% | -10% | -4 | -1% | 16% | 0%
Cc1sc2ncnc(N(C)CCc3ccccn3)c2c1C | 11% | 2% | -4% | -12% | -4% | -32* | 0% | 0% | ?
CCOc1ccc(NC(=O)Cn2nnc(C(=O)NCc3ccc(OC)cc3)c2N)cc1 | 16% | -13% | 4% | -1% | 10% | -5 | -16%[56.9 µM] | -9% | -1%
Cc1ccc(C(=O)CCC(=O)N2CCN(C(=O)c3ccco3)CC2)cc1 | 0% | -2% | 1% | -10% | -4% | -4 | -2% | 6% | 3%
CCCCNc1c(-c2ccc(Sc3ccc(OC)cc3)cc2)nc2cc(C)ccn12 | -13% | -2% | -9% | -6% | · | -16 | -12% | · | ?
Cn1ncc(C(=O)N2CCN(c3ccccc3)CC2)c1C1CCN(C(=O)OC(C)(C)C)CC1 | · | 3% | -10% | -9% | -8% | -14 | 3% | 38% | -1%
Cc1ccc2cc3cc(C(=O)Nc4ccc(F)cc4Cl)oc3nc2c1 | · | 0% | -3% | -19%[60.1 µM] | -1% | -13 | 22% | 23% | -2%

Some of the compounds tested. The share of hits here may be higher or lower than overall.
